From PubChem
All columns: NCI-60 one-dose screen, growth in % after 48 h at 10 µM unless noted; 100 = growth as untreated, 0 = no growth, -100 = all killed.
TK-10: TK-10 renal cancer cells | 3.9% of 81,000 active | AID 1794769
CAKI-1: CAKI-1 renal cancer. 4.7% of 75,000 active
A498: A498 renal cancer cells; 5.4% of 76,000 active; AID 1794774
UO-31: UO-31 renal cancer; 5.2% of 81,000 active; AID 1794768
786-0: 786-0 renal cancer cells; AID 1794775; 5.1% of 81,000 active
SN12C: SN12C renal cancer cells; 3.8% of 81,000 active; AID 1794767
ACHN: ACHN renal cancer; 4.9% of 81,000 active; AID 1794771
RXF 393: RXF 393 renal cancer cells; 6.9% of 77,000 active; AID 1794773
* marks the source's active call; other numbers are inactive results; . = not tested or not shown; & = joins results of further samples. Rule for the calls: active = growth percent below 10; inactive = the rest.

Start of the data: the first 13 entries as a preview:
SMILES	TK-10	CAKI-1	A498	UO-31	786-0	SN12C	ACHN	RXF 393
O=C(Cc1ccccn1)Nc1nnc(OC2CCN(c3nnc(NC(=O)Cc4ccccn4)s3)CC2)s1	101	.	27	74	92	80	100	.
COc1ccc(-n2nnc3c(N)c(C#N)c(N)nc32)cc1	106	100	93	91	103	103	108	110
O=C1c2cccnc2C(=O)c2c1c(C(=O)NCCCc1ccccc1)c1ccccn21	90	64	37	58	65	70	70	78
O=C(O)C(F)Cc1ccccc1 (configuration not stated)	102	87	103	97	101	99	103	99
CCOC(=O)c1oc2nc(-c3cnccn3)cc(-c3cccs3)c2c1N	160	101	.	85	98	100	105	116
CCn1cc(C2=C(c3cn(C)c4ncccc34)C(=O)N(O)C2=O)c2cccnc21	98	102	91	85	95	89	119	113
COc1ccc(-n2c(=O)n(-c3nc4ccc(OC)cc4s3)c(=O)c3cccnc32)cc1	96	92	88	65	105	103	98	111
O=C(Cc1ccccc1)NNc1nc(Cl)nc(Cl)n1	112	93	96	96	105	101	106	115
C=C(C)[C@@H]1C[C@@H]2Cc3cc(F)ccc3N1O2	97	98	95	77	103	99	95	108
O=c1c2ccccc2nc(COc2ccccc2)n1NCc1ccc(F)cc1	156	79	105	64	106	82	97	108
CC(=O)C1=C(C)NC(NNc2ccccc2)=NC1c1ccc([N+](=O)[O-])cc1 (configuration not stated)	109	43	92	73	98	99	76	102
CC1(C)Oc2c(ccc(O)c2CN2CCOCC2)C2=C1CCCC2	110	100	.	74	106	102	103	109
C=CCCCOC1[C@H](OCc2ccccc2)C(OCc2ccccc2)C(OC)O[C@@H]1CNC(=O)c1ccccc1 (some centres not stated)	89	58	102	59	83	81	63	91

This part in full, previewed entries included:
SMILES	TK-10	CAKI-1	A498	UO-31	786-0	SN12C	ACHN	RXF 393
O=C(Cc1ccccn1)Nc1nnc(OC2CCN(c3nnc(NC(=O)Cc4ccccn4)s3)CC2)s1	101	.	27	74	92	80	100	.
COc1ccc(-n2nnc3c(N)c(C#N)c(N)nc32)cc1	106	100	93	91	103	103	108	110
O=C1c2cccnc2C(=O)c2c1c(C(=O)NCCCc1ccccc1)c1ccccn21	90	64	37	58	65	70	70	78
O=C(O)C(F)Cc1ccccc1 (configuration not stated)	102	87	103	97	101	99	103	99
CCOC(=O)c1oc2nc(-c3cnccn3)cc(-c3cccs3)c2c1N	160	101	.	85	98	100	105	116
CCn1cc(C2=C(c3cn(C)c4ncccc34)C(=O)N(O)C2=O)c2cccnc21	98	102	91	85	95	89	119	113
COc1ccc(-n2c(=O)n(-c3nc4ccc(OC)cc4s3)c(=O)c3cccnc32)cc1	96	92	88	65	105	103	98	111
O=C(Cc1ccccc1)NNc1nc(Cl)nc(Cl)n1	112	93	96	96	105	101	106	115
C=C(C)[C@@H]1C[C@@H]2Cc3cc(F)ccc3N1O2	97	98	95	77	103	99	95	108
O=c1c2ccccc2nc(COc2ccccc2)n1NCc1ccc(F)cc1	156	79	105	64	106	82	97	108
CC(=O)C1=C(C)NC(NNc2ccccc2)=NC1c1ccc([N+](=O)[O-])cc1 (configuration not stated)	109	43	92	73	98	99	76	102
CC1(C)Oc2c(ccc(O)c2CN2CCOCC2)C2=C1CCCC2	110	100	.	74	106	102	103	109
C=CCCCOC1[C@H](OCc2ccccc2)C(OCc2ccccc2)C(OC)O[C@@H]1CNC(=O)c1ccccc1 (some centres not stated)	89	58	102	59	83	81	63	91
Cc1ccc(/C(CSc2nc3c([nH]2)c(=O)n(C)c(=O)n3C)=N\O)cc1	106	87	78	98	84	105	103	101
O=C(/C=C/c1ccc(F)cc1)Nc1ccc(C=C2c3ccccc3C(=O)c3ccccc32)cc1	79	63	.	80	76	74	81	77
O=C(OCCCCOC(=O)c1ccccc1)c1ccccc1	104	108	.	97	.	93	97	100
CCCCCc1ccc(S(=O)(=O)OCc2cc(=O)c(O)co2)cc1	97	90	111	73	100	89	101	89
O=S(=O)(c1ccccc1)N1CCNc2ccccc21	113	83	.	91	115	110	97	111
OC(c1cc2ccc(C(F)(F)F)cc2c2cc(C(F)(F)F)ccc12)C1CCCCN1 (configuration not stated)	-89*	-94*	-66*	-96*	-85*	-91*	-94*	-80*
O=C(CSc1nc2ccccc2c(=O)n1-c1ccccc1)c1cc2ccccc2oc1=O	93	103	92	82	107	103	102	95
CC1(C)CC(=O)C2=C(C1)OC(C(=O)c1ccc(Cl)cc1)C2c1cccc(Oc2ccccc2)c1 (configuration not stated)	80	63	69	52	71	75	69	72
CCCCCCCNc1nc(Cl)ncc1-c1ccc(C(F)(F)F)cc1	93	90	96	87	97	105	101	107
COc1ccc(C)cc1NC(=O)Nc1sc2cc(O)ccc2c1C(N)=O	103	80	81	42	105	99	74	119
Cc1csc(Nc2nc(-c3cccnc3)nc(C(Cl)(Cl)Cl)n2)n1	112	94	112	97	97	101	108	112
N#CC1(C#N)C(/C=C/c2ccccc2)OC23CCCCC2C1(C#N)C(=N)O3 (configuration not stated)	112	95	117	83	110	99	103	97
N#Cc1c(NCc2ccc(Cl)cc2)oc(-c2ccccc2)c1-c1ccccc1	92	93	.	81	98	103	108	107
CNC(=O)c1cc(-c2ccc(NS(=O)(=O)c3ccc(F)cc3)cc2)nc2cccnc12	123	79	87	49	84	87	81	63
COc1cc(Cl)c(C)cc1NC(=O)c1cc2ccccc2cc1O	6.8*	-13*	-9.6*	0.5*	14	8.4*	4.3*	12
CC1(C)[C@H](O)CC[C@]2(C)[C@@H]1CC[C@@]13C[C@@H](CC[C@H]12)[C@H](C=O)C3	110	94	93	92	103	99	101	.
COc1ccc(C2C=C(C)N=C3SC=C(C)N32)cc1OC (configuration not stated)	107	102	102	90	107	100	102	109
CON1CCC[C@]2(C)[C@H]3CC[C@@H]4[C@H]5[C@H]6OC[C@@]5(CCC6(C)C)CC[C@@]4(C)[C@]3(C)CC[C@H]2C1(C)C	107	84	90	81	105	95	96	105
Cc1cc(Nc2ccc(Cl)c(Cl)c2)nc(N)n1	87	.	79	86	79	106	.	73
S=C(Nc1cccc2ccccc12)Nc1cccc2ccccc12	102&118	87&106	91	68&73	103&113	98&101	98&94	111&111
Cc1ccc(NC(=O)/C=N/O)cc1	101	.	108	89	108	95	101	115
COC(=O)[C@]12CC[C@@H](C)[C@H](C)[C@@H]1C1=CC[C@@H]3[C@@]4(C)C(C#N)=C[C@@](C)(CO)C4=CC[C@@]3(C)[C@]1(C)CC2	79	71	95	52	82	59	67	62
COC(=O)c1nc(-c2ccccc2)oc1N1CCCCC1	91	90	75	74	91	87	92	89
FC(F)(F)c1ccc(-c2ccc3c(c2)C2CC3CCN2Cc2ccccc2)cc1 (configuration not stated)	97	87	72	77	87	91	90	78
COc1nc2ccccc2n2c1nc1ccccc12	102	84	71	78	93	100	87	95
COCC(C)OC(=O)c1ccccc1 (configuration not stated)	104	96	85	96	104	106	106	101
C=C1C(=O)O[C@H]2[C@H]1CC/C(COC(=O)NC1CCC(O)CC1)=C\CC[C@@]1(C)O[C@@H]21 (some centres not stated)	72&75	64&70	101&105	70&79	100&103	.	45&54	53&54
Cc1ccc(C2(SCC(N)C(=O)O)c3ccccc3-c3ccccc32)cc1 (configuration not stated)	109	91	98	86	106	87	102	104
S=c1[nH]nc(-c2cc(-c3ccncc3)n(-c3ccccc3)n2)o1	123	80	86	57	108	102	102	123
COc1ccc(OC)c(Nc2nc(SC(C)C)nc(-c3ccccc3)c2C#N)c1	135	83	109	90	99	97	100	101
COc1cc(C2=NN(C(C)=O)C(c3ccc(Oc4ccc(Br)cc4)cc3)C2)cc(OC)c1OC (configuration not stated)	50	47	47	23	82	53	83	62
COc1ccc(-c2nc3sccn3c2-c2nc3ccccc3[nH]2)cc1	107	86	94	82	110	104	104	101
N#CC1(NC(Cc2ccccc2)c2ccccc2)CCCCCCCCCCC1 (configuration not stated)	106	89	54	82	101	95	96	.
CN(C)CCC(c1ccc(Cl)cc1)c1ccccn1 (configuration not stated)	103	96	107	81	96	106	99	.
COc1ccc(C(=O)/C=C/c2ccc3c(c2)OCO3)cc1S(N)(=O)=O	83	85	91	74	64	65	91	97
CCCCCCCCSC(=O)n1cc(F)c(=O)[nH]c1=O	66	51	70	49	87	60	63	75
CCN(CC)c1cc(/C=C/c2ccc(OC)c(OC)c2)nc2cc(Cl)c(Cl)cc12	126	.	116	98	106	105	104	113
COc1ccc(/C=C/C(=O)NCC(C)O)cc1 (configuration not stated)	89	96	93	82	100	105	102	91
O=S(=O)(NCCCNc1cc(-c2c(-c3cccc(O)c3)nc3sccn23)ccn1)c1cccc2ccccc12	83	36	59	28	51	21	39	41
Cn1c(=O)nc(N)n(NC(=O)CCl)c1=O	110	99	.	95	108	94	102	99
O=C(CSc1nnc(-c2c[nH]c3ccccc23)n1-c1ccccc1)c1ccc(Br)cc1	65	44	36	26	82	73	37	.
Nc1nc(Nc2ccccc2Cl)cc(=O)[nH]1	133	.	85	89	103	100	105	112
O=C(Nc1cccc(C(=O)N2CCc3ccc(Cl)cc32)c1)c1ccco1	78	30	.	45	40	50	48	40
Clc1cc(Cl)c(OCC#CI)cc1Cl	70	16	119	38	99	54	2.9*	-12*
C=CCO[C@H]1CO[C@H]2[C@@H]1OC[C@H]2OCC=C	104	102	98	81	105	99	103	111
COc1cc2c(c(OC)c1OC)-c1c(cc3c(c1OC)OCO3)C1OC2C(C)C1C (configuration not stated) (tested in a mixture with another compound)	138	144	125	.	222	140	117	113
O=C(O)/C=C\c1ccc(N=[N+]([O-])c2ccc(/C=C\C(=O)O)cc2)cc1	119	103	97	92	93	99	109	108
Further records:
SMILES	TK-10	CAKI-1	A498	UO-31	786-0	SN12C	ACHN	RXF 393
C/C(=C\Cl)CN(C)S(=O)(=O)c1ccc(Br)cc1	98	86	82	69	103	90	106	123
COc1cc(NCC(=O)Nc2cc(Nc3cccc(Cl)c3F)ncn2)c(Cl)c(OC)c1Cl	108	.	75	55	91	88	103	99
CC(C)c1nc(SCC(=O)c2ccccc2)nc(Nc2cccc(S(N)(=O)=O)c2)c1C#N	110	89	89	73	100	92	99	83
O=C(O)CCCCCNC(=S)NCCCCCC(=O)O	105	98	62	94	97	109	101	115
CC(=O)Nc1cc(C)c(C)cc1[N+](=O)[O-]	100	102	109	98	106	108	103	118
Cc1cc(C#Cc2ccccc2)ccc1-n1c(/C=C/c2ccc3ccccc3c2)nc2ccccc2c1=O	94	85	144	58	96	96	91	115
COc1cc(CCCO)cc2c1OCO2	108	93	109	89	99	98	106	111
COC(=O)[C@H](C)NC(=O)c1cccc(-c2cc(=O)c3c(OC)c(OC)c(OC)cc3o2)c1	105	93	108	84	104	88	102	90
Cc1ccc(S(=O)(=O)N2CCN=C2N/N=C/c2ccccc2C#N)cc1	100	.	102	77	91	94	99	111
CC1(C)CC[C@]2(C(=O)O)CC[C@]3(C)[C@H](CC[C@@H]4[C@@]5(C)CCC(=O)NC(C)(C)[C@@H]5CC[C@]43C)[C@H]2[C@H]1OC(=O)C(F)(F)F	111	96	102	87	102	94	105	118
O=C(O)c1cn(C2CC2)c2cc(N3CCN(Cc4cc(Cl)ccc4O)CC3)c(F)cc2c1=O	81	47	94	41	85	65	44	60
COc1ccc(CCO)cc1	96	102	97	97	99	100	103	105
O=C(/C=C/c1ccco1)c1ccc(Nc2nc(N3CCCCC3)nc(N3CCCCC3)n2)cc1	106	103	102	85	100	101	110	111
O=C(NNC(=S)Nc1ccc(Cl)cc1)c1ccc(Nc2ncnc3c2cnn3-c2cccc(F)c2)cc1	138	79	86	51	97	83	87	103
CCC(=O)NC(=O)NC(c1ccccc1)c1ccccc1	95	96	81	82	97	94	103	109
Cc1nnc(C(=O)NC(C)(C)c2nc(C(=O)NCc3ccc(F)cc3)c(O)c(=O)n2C)o1	126	99	123	70	106	105	101	112
CCCC(C)(CC)C(=O)O (configuration not stated)	101	100	123	88	99	99	102	92
COc1nnc(-c2ccccc2)c(-c2ccccc2)n1	100	99	71	85	105	98	111	98
COC(=O)c1ccc2c(c1)[n+](=O)c(C(N)=O)c(C)n2[O-]	111	110	.	85	95	88	109	117
CN1CCN(CC(O)COc2ccc(C(C)(C)c3ccc(OCC(O)CN4CCN(C)CC4)cc3)cc2)CC1 (configuration not stated)	99	.	64	71	83	88	.	73
CC1(C)C(C=C(Cl)Cl)C1C(=O)OCc1cccc(Oc2ccccc2)c1 (configuration not stated)	102	51	53	70	73	86	95	85
CN(C)CCOc1ccc(Nc2nccc(NCc3ccco3)n2)cc1	104	78	53	64	92	80	93	70
CC(=O)CN1C(=O)c2ccccc2C1=O	96	.	115	98	93	102	105	114
CNC(=O)c1cc(Oc2ccc3nc(NC(=O)Nc4ccc(Cl)cc4)sc3c2)ccn1	62	95	117	63	75	62	65	51
Nc1nc(-c2cccc(C(F)(F)F)c2)nn1-c1nc2ccccc2s1	.	73	75	78	81	67	68	91
CCOc1ccc2nc3cc(N)ccc3c(N)c2c1	122&117	108&100	80&71	63&75	14&24	18	84&90	43&55
COc1ccc2nc(Cl)c(-c3cc(-c4ccccc4)nc(N)n3)cc2c1	74	60	85	.	4.3*	10	55	-20*
CCCCn1c(=O)c(C2CNC(=O)c3ccccc3N2)cc2ccc(Cl)cc21 (configuration not stated)	126	72	91	75	107	91	95	115
CC1CCc2c(sc3nc(SCC(=O)N/N=C/c4cccc(O)c4)n(-c4ccccc4)c(=O)c23)C1 (configuration not stated)	107	55	95	71	103	73	55	74
NC(=S)N/N=C(/C=C/c1cn(-c2ccccc2)nc1-c1ccc(Cl)cc1)c1cc2ccccc2oc1=O	90	46	69	29	58	44	44	106
